# HRas wt GTP = modulators of GTP binding to HRas wildtype, primary screen, biochemical, bead-based flow cytometry, multiplex; GTPase HRas (Homo sapiens), P01112; GST-Ras wt beads, Bodipy-FL-GTP binding; actives lie on both sides; GTP binding activity, % at 10 µM; hit rate 0.14% among 190,000; AID 759, 2007;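 active means GTP binding activity at least 20% away from the 100% baseline, either lowered as inhibitor or raised as activator; inconclusive means flagged as likely green fluorescent, judged across all proteins in the well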;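 further: 0% = unlabeled GTP competition control and 100% = no-compound control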
# Target sequence (P01112 whole entry, looked up): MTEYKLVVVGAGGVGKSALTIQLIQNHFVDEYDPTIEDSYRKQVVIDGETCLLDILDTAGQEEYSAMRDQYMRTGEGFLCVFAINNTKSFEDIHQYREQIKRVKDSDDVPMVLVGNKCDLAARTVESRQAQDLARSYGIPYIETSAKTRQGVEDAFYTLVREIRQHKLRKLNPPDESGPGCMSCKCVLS
# GSH fluor = compound fluorescence on glutathione beads, profiling panel, artefact control, biophysical, 488/530 nm, flow cytometry | AID 1776, 2009 | hit rate 0.25% among 190,000 | GSH beads flow cytometry, compound fluorescence 488/530 nm; active compounds read high | fluorescence (KMESF) at 10 µM; in the data active means fluorescence above about 89;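 further: glutathione beads carrying GST-tagged Bcl family fusion proteins plus one bare bead set; values are compound well signal with DMSO vehicle wells as background; inactives centre near 16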
# Rac1 wt modul = wildtype Rac1 GTP binding modulators, primary screen, biochemical, GST-Rac1 beads, flow cytometry, multiplex | GTP binding activity (% of control), % at 10 µM | Ras-related C3 botulinum toxin substrate 1 (Homo sapiens), P63000 | fluorescent GTP binding; actives lie on both sides; 0 = cold GTP competed, 100 = untreated | hit rate 0.27% among 190,000 | AID 757, 2007;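 active means GTP binding activity at least 20 points away from the 100% control level, either lower or higher; inconclusive means compound flagged as likely green fluorescent, judged across all proteins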
# Rab2 wt GTP = modulators of GTP binding to Rab2A wildtype, primary screen, biochemical, dog, bead-based flow cytometry, multiplex. Ras-related protein Rab-2A (Canis lupus familiaris), P61105. GST-Rab2 wt beads, Bodipy-GTP binding. GTP binding activity, % at 10 µM. hit rate 0.19% among 190,000;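 active means GTP binding activity at least 20 points away from 100%, either lowered or raised; inconclusive means signal likely due to the compound's own green fluorescence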;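 further: 0% = beads with excess unlabeled GTP and 100% = no-compound control corrected for plate trend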
# Avidin bead fluor = green autofluorescence of compounds with avidin beads – biophysical, 488/530 nm, flow cytometry, artefact control, profiling panel. compound fluorescence 488/530 nm; active compounds read high. fluorescence (KMESF) at 10 µM. hit rate 0.38% among 220,000. AID 1775, 2009; in the data active means fluorescence above about 47; further: inactives centre near 10
# Mcl1 Bid PPI = Mcl-1/Bid binding inhibitors, primary screen, biochemical, TR-FRET, 1536-well. inhibition, % at 21.7 µM. hit rate 0.97% among 220,000. TR-FRET Mcl-1/Bid-Dy647 peptide binding. Induced myeloid leukemia cell differentiation protein Mcl-1 (Homo sapiens), Q07820;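 active means compounds that cut the binding signal by more than half at the single screening dose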;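 further: His-tagged Mcl-1 with europium anti-His antibody binding Bid BH3 peptide; 0% = Mcl-1 plus peptide wells and 100% = peptide-only wells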
# Target sequence (Q07820 whole entry, looked up): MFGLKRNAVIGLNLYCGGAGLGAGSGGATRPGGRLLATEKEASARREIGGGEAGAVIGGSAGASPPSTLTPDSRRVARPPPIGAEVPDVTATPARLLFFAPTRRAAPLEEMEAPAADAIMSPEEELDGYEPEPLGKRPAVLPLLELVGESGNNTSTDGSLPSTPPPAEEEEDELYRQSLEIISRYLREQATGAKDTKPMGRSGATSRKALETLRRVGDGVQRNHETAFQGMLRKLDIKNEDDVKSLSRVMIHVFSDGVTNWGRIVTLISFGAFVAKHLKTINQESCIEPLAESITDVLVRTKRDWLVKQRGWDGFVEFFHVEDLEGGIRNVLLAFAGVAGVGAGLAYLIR
# Rac1 act GTP bind = GTP binding modulators of activated mutant Rac1, primary screen, biochemical, bead-based flow cytometry, multiplex, fluorescent GTP. Ras-related C3 botulinum toxin substrate 1 (Homo sapiens), P63000. GST-Rac1 activated beads; actives lie on both sides; 100% means binding = to untreated wells. percent activity (GTP binding), % at 10 µM. hit rate 0.11% among 190,000. AID 764, 2007;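 active means GTP binding at least 20 percentage points away from the 100% baseline, in either direction, so actives lie on both sides; inconclusive means Compound likely fluorescent itself, or too few beads counted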
# Cdc42 wt = modulators of GTP binding to wildtype Cdc42, primary screen, biochemical, multiplex bead flow cytometry, Bodipy-GTP | percent activity (GTP binding), % at 10 µM | hit rate 0.2% among 190,000 | AID 761, 2007 | GST-Cdc42 beads; actives lie on both sides | Cell division control protein 42 homolog (Homo sapiens), P60953;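 active means percent activity GTP binding at least 20 points away from the 100% baseline, either down as inhibitor or up as activator; inconclusive means compound flagged as likely green fluorescent from well-wide comparison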;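 further: median bead fluorescence of bound Bodipy-FL-GTP at 100 nM; 0% = excess unlabeled GTP control and 100% = no compound control; below 100% means less GTP binding so inhibitor and above means activator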
# Target sequence (P60953 whole entry, looked up): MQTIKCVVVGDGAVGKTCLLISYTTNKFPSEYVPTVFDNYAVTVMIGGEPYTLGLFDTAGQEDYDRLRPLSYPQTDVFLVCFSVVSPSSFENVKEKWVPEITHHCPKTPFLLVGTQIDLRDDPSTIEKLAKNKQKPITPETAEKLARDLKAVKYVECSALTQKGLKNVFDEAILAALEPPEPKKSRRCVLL
# Mcl1-Noxa inh = Mcl-1/Noxa binding inhibitors, primary screen, biochemical, TR-FRET, 1536-well; Induced myeloid leukemia cell differentiation protein Mcl-1 (Homo sapiens), Q07820; TR-FRET Mcl-1/Noxa peptide binding, 2 h; inhibition, % at 21.7 µM; hit rate 1.5% among 220,000; AID 1022, 2008;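 active means compounds that cut the protein-peptide binding signal by more than 50% relative to plate controls in a single-dose test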;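 further: His-tagged Mcl-1 with rhodamine Noxa BH3 peptide and terbium anti-His antibody; 0% = Mcl-1 plus Noxa peptide wells and 100% = peptide-only wells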
# Pf gamet viab = late stage P. falciparum gametocyte viability inhibitors, primary screen, ATP luminescence, HTS. inhibition, % at 10.9 µM. P. falciparum stage V gametocytes, 24 h. hit rate 0.065% among 150,000;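 active means inhibition above the mean plus 3 SD of compounds within the control limits, set per campaign, cut at about 38% in these data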;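 further: 0% = DMSO wells and 100% = medium only without gametocytes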
# Rab7 wt modul = modulators of GTP binding to Rab7, primary screen, biochemical, wildtype, multiplex bead flow cytometry. AID 758, 2007. Rab7 GTPase wild type (dog), Bodipy-FL-GTP binding. GTP binding activity (percent of control), % at 10 µM. hit rate 0.055% among 190,000. GST-Rab7 beads, fluorescent GTP binding; actives lie on both sides; untreated = 100%, excess cold GTP = 0%;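 active means fluorescent GTP binding to Rab7 beads changed by at least 20 points from the 100% baseline, either direction, mostly lower; inconclusive means compound itself probably fluorescent, or too few beads counted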;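 further: median green fluorescence of bound Bodipy-FL-GTP per Rab7 bead population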
# Active calls of the source: *; ? = inconclusive; . = not tested or not shown.
structure	Mcl1-Noxa inh	Pf gamet viab	Rac1 wt modul	Avidin bead fluor	Rab7 wt modul	GSH fluor	Rac1 act GTP bind	HRas wt GTP	Rab2 wt GTP	Mcl1 Bid PPI	Cdc42 wt
Cc1cccc(-n2c(=O)c(C#N)cc3c(=O)n4ccccc4nc32)c1	3	-13	104	8	100	50	98	101	99	-2	98
COc1cc2c(cc1OC)C(=O)NCC(C)(C)O2	40	.	103	7	99	10	100	104	100	-9	102
C=CCN1C(=O)N/C(=C/c2ccc(N3CCOCC3)o2)C1=O	32	-15	105	3	97	11	102	101	99	-7	98
Cc1ccccc1Nc1nnc(SCC(=O)NC(=O)NCc2ccco2)s1	56*	16	104	18	98	10	97	102	99	-59	100
O=C(Cn1cc2c(n1)CCCCC2)NC1CCN(Cc2ccccc2)CC1	12	.	105	8	98	23	100	101	101	-22	100
Cc1nn(Cc2cccc(C(=O)Nc3ccn(Cc4c(F)c(F)cc(F)c4F)n3)c2)c(C)c1[N+](=O)[O-]	-40	19	106	13	102	57	97	101	99	-26	102
O=C(C[n+]1ccc(C(=O)N/N=C/c2ccc(O)cc2)cc1)c1ccccc1	0	.	106	13	100	12	101	104	101	-113	107
Cc1cc(=O)oc(C)c1C(=O)N1CCN(C)CC1	-13	.	97	13	103	8	98	101	103	-20	97
CCN(CC)CCOC(=O)c1ccc(NC(=O)CNC(=O)c2ccccc2)cc1	-8	-18	104	4	109	22	99	101	100	-31	95
CC(=O)c1cc2c(cc1NS(=O)(=O)c1ccc(C)cc1)OCCO2	-10	6	95	8	99	21	95	97	96	-6	97
COc1ccccc1C1C(C(N)=O)=C(C)Nc2nc(-c3ccccc3Cl)nn21 (stereo not given)	-14	.	?	24	?	15	?	?	?	-7	?
c1ccc(CCNc2nc(-c3cccnc3)cs2)cc1	-20	.	96	17	93	17	97	96	93	-21	95

# Some of these compounds in order of the HRas wt GTP value, highest first.
molecule | Mcl1-Noxa inh | Avidin bead fluor | Rab7 wt modul | GSH fluor | HRas wt GTP | Rab2 wt GTP | Mcl1 Bid PPI | Cdc42 wt
O=C(C[n+]1ccc(C(=O)N/N=C/c2ccc(O)cc2)cc1)c1ccccc1 | 0 | 13 | 100 | 12 | 104 | 101 | -113 | 107
Cc1ccccc1Nc1nnc(SCC(=O)NC(=O)NCc2ccco2)s1 | 56* | 18 | 98 | 10 | 102 | 99 | -59 | 100
C=CCN1C(=O)N/C(=C/c2ccc(N3CCOCC3)o2)C1=O | 32 | 3 | 97 | 11 | 101 | 99 | -7 | 98
CC(=O)c1cc2c(cc1NS(=O)(=O)c1ccc(C)cc1)OCCO2 | -10 | 8 | 99 | 21 | 97 | 96 | -6 | 97
c1ccc(CCNc2nc(-c3cccnc3)cs2)cc1 | -20 | 17 | 93 | 17 | 96 | 93 | -21 | 95

# Later entries.
structure	Mcl1-Noxa inh	Pf gamet viab	Rac1 wt modul	Avidin bead fluor	Rab7 wt modul	GSH fluor	Rac1 act GTP bind	HRas wt GTP	Rab2 wt GTP	Mcl1 Bid PPI	Cdc42 wt
O=C(NCC1OCCCN1S(=O)(=O)c1cc(F)ccc1F)C(=O)NC1CCCCC1 (stereo not given)	6	3	97	26	105	18	99	98	100	-35	96
O=C(CSc1nc2ccsc2c(=O)n1NC(=O)c1ccccc1)Nc1nccs1	13	.	101	7	96	63	97	99	98	-4	98
COC(=O)c1ccc(N2NC(=O)/C(=C/c3ccc(-c4ccc(Cl)c(C(=O)O)c4)o3)C2=O)cc1	41	17	86	9	96	18	83	85	83	-82	81
c1coc(CNC2CCCCC2)c1	32	.	102	6	95	14	100	99	99	14	99
Cc1onc(-c2ccccc2Cl)c1C(=O)Nc1nnc(Cc2ccc(Cl)cc2)s1	19	15	99	14	96	30	98	100	98	10	100
CC(C)(C)NC(=O)Cn1c(-c2nonc2N)nc2ccccc21	-19	1	103	20	97	18	98	98	101	-2	100
Cc1cccn2c(CN(C)C3CCOC3)c(C(=O)N3CCCCC3)nc12 (stereo not given)	-1	-26	101	12	106	25	99	101	101	-33	98
CN1CCN(C(=S)NC(=O)/C=C/c2ccccc2)CC1	-12	-26	99	4	96	4	95	98	99	-54	98
CC1=C(C(=O)OCC(C)C)C23C(=O)c4ccccc4C2(O1)OC(N)=C3C#N (stereo not given)	-18	14	108	7	100	6	100	103	101	-6	104
CCC(C)N(C(=O)COC(=O)C1C(C(=O)OC)=C(C)NC(C)=C1C(=O)OC)C1CCS(=O)(=O)C1 (stereo not given)	1	-28	97	12	96	20	95	96	96	-39	96
NC(=O)CSc1nc2ccccc2c(=O)n1Cc1ccco1	8	16	100	5	96	19	92	94	98	-12	95
COC(=O)c1c(NC(=S)Nc2ccccc2Cl)sc(C)c1C	34	.	107	12	111	37	107	108	111	-4	108
Cc1cccc(NC(=O)C2CC(=O)N/C(=N/N=C/c3ccco3)S2)c1 (stereo not given)	4	4	102	10	101	11	98	99	100	-1	102
O=C(Nc1ccc(N2CCN(C(=O)c3ccccc3)CC2)cc1)c1ccc2c(c1)OCO2	15	.	101	10	99	11	100	99	100	-29	100
COc1ccc(C(=O)NNC(=O)C(C)NC(=O)c2ccccc2NC(=O)c2ccco2)cc1 (stereo not given)	7	8	106	4	102	7	101	102	102	7	101
CCOc1ccccc1C(=O)NC1CCN(Cc2nnnn2C2CCCC2)CC1	17	-4	97	4	93	29	95	96	93	12	95
Cc1nc2sc(C(=O)c3ccccc3)c(N)c2c2c1CCCC2	11	.	94	13	96	17	96	95	95	-31	94
CCCCNC(=O)CCc1c(C)nc2nc(-c3cc(OC)cc(OC)c3)nn2c1C	12	.	104	13	109	14	100	105	103	-22	104
CN1CCC(N(C)C(=O)c2sc3cc(F)ccc3c2Cl)CC1	3	-14	97	136*	93	14	94	97	96	-27	94
O=C(NCc1ccccn1)Nc1cccc(Cl)c1	-11	-17	104	4	100	6	101	100	104	-58	104
c1ccc2sc(NCC3CCCO3)nc2c1 (stereo not given)	7	-17	94	8	104	14	94	97	98	-1	95
NS(=O)(=O)c1ccc(NC(=S)Nc2cc(Cl)c(Cl)cc2Cl)cc1	41	4	97	15	95	9	99	99	99	-2	97
C=CCn1c(SCC(=O)Nc2cccc3ccccc23)nnc1-c1cnccn1	-10	-7	96	51*	99	14	94	98	95	-15	96
CCOC(=O)C1CCCN(C(=O)/C=C/c2ccc(OC)cc2)C1 (stereo not given)	0	-15	95	8	95	9	94	91	93	-16	94

# Mcl1-Noxa inh: entries above that show a hit
structure,Mcl1-Noxa inh,Avidin bead fluor,Rab7 wt modul,GSH fluor,HRas wt GTP,Rab2 wt GTP,Mcl1 Bid PPI,Cdc42 wt
Cc1ccccc1Nc1nnc(SCC(=O)NC(=O)NCc2ccco2)s1,56*,18,98,10,102,99,-59,100

# New compounds follow
structure	Mcl1-Noxa inh	Pf gamet viab	Rac1 wt modul	Avidin bead fluor	Rab7 wt modul	GSH fluor	Rac1 act GTP bind	HRas wt GTP	Rab2 wt GTP	Mcl1 Bid PPI	Cdc42 wt
CC(C)[C@H](NC(=O)c1ccccc1)C(=O)O	25	-3	102	6	106	10	98	101	102	-12	104
Cc1cccc(OCC(=O)Nc2ccc(C(=O)c3ccc(C(=O)O)cc3)cc2)c1	17	-15	96	13	100	26	93	98	94	-13	92
CCO[C@@H]1OC(C(=O)N2CCN(Cc3ccc4c(c3)OCO4)CC2)=C[C@H](C)[C@H]1CCCO	-4	-9	95	6	95	20	96	96	96	-11	96
CCSc1nc2sc3c(c2c(=O)n1CC)CC(C)(C)OC3	6	-10	97	34	99	12	94	101	100	-24	98
O=C(COc1ccccc1-c1ccccc1)NCc1cccc(Cl)c1	22	-1	101	7	98	11	98	96	100	17	97
Cc1onc(-c2ccccc2)c1C(=O)Nc1ccccc1N1CCOCC1	12	8	102	12	100	15	101	104	102	2	106
O=S(=O)(Nc1ccc2c(c1)OCCO2)c1ccc(F)cc1	-8	-28	102	17	105	12	96	107	103	2	103
CCOc1ccc(Br)cc1S(=O)(=O)Nc1nc(CN2CCOCC2)nc2sc(C)c(C)c12	14	0	102	9	102	27	99	101	104	-20	100
Cc1oc(C(=O)O)cc1COc1ccc2c3c(c(=O)oc2c1)CCC3	15	2	106	34	101	24	99	102	100	0	105
CCCCOC(=O)c1ccc(NC(=O)CSC2=Nc3ccccc3C3CC=NN23)cc1 (stereo not given)	-12	-18	96	2	96	14	95	96	95	-38	95
Fc1ccc(Nc2c(-c3ccco3)nc3ccccn23)cc1	18	-6	104	12	99	4	99	100	100	-52	93
Cc1noc(C)c1COC(=O)c1cccnc1Cl	22	-9	96	12	97	12	92	96	93	-4	92

# Reprinted from the part before: 2 compounds; new compounds follow.
structure	Mcl1-Noxa inh	Pf gamet viab	Rac1 wt modul	Avidin bead fluor	Rab7 wt modul	GSH fluor	Rac1 act GTP bind	HRas wt GTP	Rab2 wt GTP	Mcl1 Bid PPI	Cdc42 wt
Fc1ccc(Nc2c(-c3ccco3)nc3ccccn23)cc1	18	-6	104	12	99	4	99	100	100	-52	93
Cc1noc(C)c1COC(=O)c1cccnc1Cl	22	-9	96	12	97	12	92	96	93	-4	92
CCOC(=O)c1cccc(NC(=O)c2cnccn2)c1	3	-10	100	3	97	41	97	99	100	-18	100
O=C(COc1ccccc1)NCCSc1ccccc1	3	1	100	8	98	6	98	99	97	-10	100
COc1ccc(C2NCCc3sccc32)cc1 (stereo not given)	18	.	101	13	100	19	97	100	98	-8	95
COc1ccc2c(Cl)c(C(N)=O)sc2c1	-1	-2	107	6	99	33	100	101	99	-45	106
COCCNC(=O)C(c1ccco1)N(C(=O)Cn1nnc2ccccc21)c1cccc(C)c1C (stereo not given)	8	.	103	17	104	31	101	102	104	-11	102
Cc1noc(C)c1COC(=O)C1CCN(C(=O)c2ccc(Cl)cc2)CC1	7	-15	97	7	105	16	95	95	98	-14	95
CCOC(=O)c1ccc(NC(=O)CSc2ncccn2)cc1	9	4	96	10	94	24	97	98	98	-28	96
